Assay outcomes deposited in PubChem by several laboratories.
NPR2 activator: GC-B (human) receptor activation; activation, % at 10 µM; 370,000 compounds, 0.11% hits; AID 1920062; HEK293-GC-B cells, CNP EC30, cGMP TR-FRET; 0% at EC30 CNP, 100% saturating CNP; P20594;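 active means activation at 10 µM reaching about 35% in either raw or pattern-adjusted values, limit read from the data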
ssDAF12 agonist: activators of S. stercoralis DAF-12 nuclear receptor. AID 652126. activation, % at 6.8 µM. 370,000 compounds, 1% hits. HEK293 ssDAF-12/GRIP1 lit1-tk-luc reporter, luminescence; % of 3 µM dafachronic acid response;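 active means activation above the mean over all tested compounds plus 3 SD, cut at about 0.9% in these data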;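 further: 0% = DMSO-only wells and 100% = 3 µM delta7-dafachronic acid wells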
DAX1 inh-1: blocks DAX1 repression of SF-1 activated StAR promoter; 370,000 compounds, 1.1% hits; inhibition, % at 6.8 µM; AID 652010; HEK293T StAR-luciferase reporter, SF-1/DAX-1 repression relief;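 active means inhibition above the mean over all tested compounds plus 3 SD, cut at about 3.6% in these data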;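 further: 0% = DAX-1 cells with DMSO and 100% = cells lacking DAX-1 with DMSO; higher inhibition means more luminescence from relief of DAX-1 repression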
HGIII-sPLA2 inh: Blocks human group III sPLA2 activity. Q9NZ20. QFRET BODIPY PC-A2 liposome hydrolysis, fluorescence. inhibition, % at 12.2 µM. 370,000 compounds, 0.56% hits;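 active means inhibition above mean plus 3 SD of compounds lying within the high and low control bounds, cut at about 19% in these data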;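 further: 0% = median of test compound wells and 100% = no enzyme DMSO wells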
GC-A act: GC-A (human) enzyme activation. P16066. HEK293 GC-A cells, cGMP TR-FRET, EC30 ANP; 0% at EC30 ANP, 100% saturating ANP. activation, % at 10 µM. 370,000 compounds, 0.14% hits; in the data active means activation above about 40%
Target sequence (P16066 whole entry, looked up): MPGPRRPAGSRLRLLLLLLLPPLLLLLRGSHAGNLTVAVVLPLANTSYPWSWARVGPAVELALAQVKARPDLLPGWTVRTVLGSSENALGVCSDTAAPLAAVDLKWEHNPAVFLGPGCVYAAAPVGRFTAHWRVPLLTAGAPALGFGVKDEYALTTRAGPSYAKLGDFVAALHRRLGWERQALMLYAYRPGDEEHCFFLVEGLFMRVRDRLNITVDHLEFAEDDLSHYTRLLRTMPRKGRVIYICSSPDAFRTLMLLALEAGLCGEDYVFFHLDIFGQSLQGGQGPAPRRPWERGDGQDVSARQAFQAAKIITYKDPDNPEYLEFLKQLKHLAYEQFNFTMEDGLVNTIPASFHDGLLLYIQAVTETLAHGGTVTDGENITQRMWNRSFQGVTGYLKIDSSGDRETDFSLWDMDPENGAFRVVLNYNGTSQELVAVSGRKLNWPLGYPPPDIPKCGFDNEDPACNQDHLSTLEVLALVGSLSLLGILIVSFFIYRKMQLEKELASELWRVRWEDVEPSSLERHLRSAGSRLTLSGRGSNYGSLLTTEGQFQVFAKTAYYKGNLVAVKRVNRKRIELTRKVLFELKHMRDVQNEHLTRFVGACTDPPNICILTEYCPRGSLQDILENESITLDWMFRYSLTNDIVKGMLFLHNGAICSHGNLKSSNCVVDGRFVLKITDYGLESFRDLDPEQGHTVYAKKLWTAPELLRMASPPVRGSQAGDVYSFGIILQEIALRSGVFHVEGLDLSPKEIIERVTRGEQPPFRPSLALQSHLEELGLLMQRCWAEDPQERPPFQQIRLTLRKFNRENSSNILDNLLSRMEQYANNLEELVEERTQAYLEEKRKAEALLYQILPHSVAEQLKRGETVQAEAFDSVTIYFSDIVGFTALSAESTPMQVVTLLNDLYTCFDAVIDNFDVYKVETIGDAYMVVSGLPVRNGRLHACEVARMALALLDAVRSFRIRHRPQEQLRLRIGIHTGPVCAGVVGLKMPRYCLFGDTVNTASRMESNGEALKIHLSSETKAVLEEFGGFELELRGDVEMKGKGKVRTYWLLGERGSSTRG
hcDAF-12 act: activates DAF-12 receptor from parasite H. contortus; HEK293 hcDAF-12 lit1-tk-luc reporter, luminescence; 0% DMSO, 100% Δ7-dafachronic acid; activation, % at 6.8 µM; 370,000 compounds, 1.4% hits;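 active means activation above the mean of all tested compounds plus 3 SD, cut at about 5.5% in these data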;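 further: 100% = response to 3 µM Δ7-dafachronic acid high control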
DAX1 inh-2: inhibits human nuclear receptor DAX1 | AID 504766 | P51843 | 340,000 compounds, 0.99% hits | inhibition, % at 6.75 µM | HEK293 Gal4-DAX1 luciferase reporter, luminescence;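 active means inhibition above the mean over all tested compounds plus 3 SD, cut at about 4.2% in these data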;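 further: 0% = DAX1-transfected cells with DMSO and 100% = empty-vector control cells with DMSO; inhibition shows as a rise in luminescence from relieved DAX1 repression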
ADAM10 inh: ADAM10 inhibition, QFRET primary screen. inhibition, % at 7 µM. recombinant ADAM10, EDANS/DABCYL FRET peptide cleavage, 3 h. 370,000 compounds, 0.62% hits. O14672;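 active means inhibition above a per-campaign cutoff equal to the mean of compounds falling between control-based bounds plus 3 SD, cut at about 20% in these data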;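 further: 0% = DMSO wells while the 100% control is not disclosed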
hgDAF12 agonist: agonists of H. glycines DAF-12 nuclear receptor. HEK293 GAL4-hgDAF12 UAS-luciferase reporter, agonist luminescence; normalized to butyrate control. activation, % at 6.8 µM. 370,000 compounds, 1.8% hits;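 active means activation above a cutoff set at the mean of all screened compounds plus 3 SD, cut at about 10% in these data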;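 further: 0% = DMSO wells and 100% = sodium butyrate wells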
SMARCA2 act: activators of SMARCA2 function. MG213 cells, MMTV-luciferase reporter, dexamethasone, overnight. activation, % at 9.1 µM. 370,000 compounds, 1% hits. AID 652017; in the data active means activation above about 7.8%;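 further: 0% = vehicle wells and 100% = reference activator wells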
GAA850 FXN act: activators of GAA850 frataxin (FXN) promoter; activation, % at 6 µM; HEK293 lucGAA850 FXN promoter luciferase reporter, 24 h; percent of 10 µM SAHA response; 360,000 compounds, 0.56% hits;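 active means activation above the average of all compounds screened plus 3 SD, cutoff fixed separately per campaign, cut at about 7.5% in these data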;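 further: 0% = DMSO wells and 100% = 10 µM SAHA wells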
* hit, by the source's call; i = inactive; . = not tested or not shown.

entry	canonical_smiles	NPR2 activator	ssDAF12 agonist	DAX1 inh-1	HGIII-sPLA2 inh	GC-A act	hcDAF-12 act	DAX1 inh-2	ADAM10 inh	hgDAF12 agonist	SMARCA2 act	GAA850 FXN act
1	COc1cc(OC)c(C(=O)O/N=C(\N)c2ccccc2)cc1OC	-3	-1.0	0.4	12	-4	-1.8	1.3	-14	6.3	8.6*	0.7
2	CCOC(=O)C(C)Sc1nc(=O)n2ccccc2n1 (stereo not given)	5	-1.5	-0.1	-4	5	-1.9	1.3	-16	-2.7	1	-0.8
3	O=C(c1ccco1)N1CCN(C(=O)c2sccc2-c2ccccc2)CC1	-1	-1.3	-0.6	2	-5	-2.2	0.3	1	-1.3	-4	-0.4
4	O=C(O)c1ccccc1NS(=O)(=O)c1ccc2c3c(cccc13)C(=O)N2	-1	-0.5	-0.4	-32	1	1.0	-1.4	-8	1.7	-1	1.8
5	Cc1ccc(S(=O)(=O)C(c2ccccc2)c2c(C)noc2C)cc1 (stereo not given)	-8	-1.0	-1.1	-1	-10	-2.3	-1.2	3	-1.5	2	-0.5
6	Cc1cc2c(=O)n(C)c(SCC(=O)Nc3ccccc3)nc2s1	-10	-1.0	-0.2	2	-3	0.8	4.8*	-1	-4.2	1	-4.0
7	O=C(CCN1C(=O)C2CCCCC2C1=O)Nc1nc(-c2ccccc2)cs1 (stereo not given)	4	-0.4	0.4	-1	19	1.7	0.0	-9	0.6	-3	1.2
8	O=C(N/N=C\c1ccc(Br)cc1)c1ccc(Cn2cccn2)o1	-1	-0.6	1.0	6	6	-0.1	0.5	-9	10*	1	0.2
9	CCCc1nnc(SCC(=O)Nc2ccc(C(=O)OCC)cc2)o1	0	-1.0	-0.8	-9	1	-0.1	0.4	1	3.6	-1	0.0
10	CCn1c(=O)n(CC)c2cc(S(N)(=O)=O)ccc21	-2	-0.8	0.3	-4	1	-0.6	0.4	-6	1.6	-3	0.9
11	Cn1c(Oc2ccccc2NCc2cccc(Br)c2)cc(=O)n(C)c1=O	-16	-1.2	-0.7	-16	-13	-2.2	-1.5	-1	-2.2	-1	0.9
12	COc1cc(C(=O)N/N=C/c2ccccn2)cc(OC)c1OC	-6	-0.6	0.1	1	-1	0.3	0.8	2	-3.2	-1	0.5
13	Cc1nc2cc(-c3ccccc3)[nH]n2c(=O)c1C	-8	0.1	1.3	3	4	3.8	2.4	-90	7.4	1	3.5
14	Cc1cccc(C)c1NC(=S)N/N=C/c1ccc(OCCC(C)C)cc1	7	-1.1	0.0	-1	-3	-1.3	1.5	3	-1.3	-2	0.8
15	CCOC(=O)C1=C(C)N=C2SCCC(=O)N2[C@@H]1/C=C/c1ccccc1	-28	-1.1	-0.7	-5	-21	-0.6	-0.3	-8	1.6	-3	1.6

The results go on.
entry	canonical_smiles	NPR2 activator	ssDAF12 agonist	DAX1 inh-1	HGIII-sPLA2 inh	GC-A act	hcDAF-12 act	DAX1 inh-2	ADAM10 inh	hgDAF12 agonist	SMARCA2 act	GAA850 FXN act
16	COc1cc2nc(SCC(=O)NCc3ccco3)n(Cc3ccc(Cl)cc3)c(=O)c2cc1OC	2	0.1	0.1	-5	-1	-0.8	3.3	-2	1.6	2	-3.6
17	COCCN(C(=O)COC(=O)C(c1ccccc1)c1ccccc1)c1c(N)n(Cc2ccccc2)c(=O)[nH]c1=O	0	-0.6	-1.4	-19	2	1.0	0.0	5	-0.8	2	0.4
18	CCCCNC(=O)N1CCN(c2ccccc2OCC)CC1	1	-1.8	-0.2	3	0	-1.2	-1.0	0	1.8	0	2.6
19	Cc1ccc[n+](-c2[nH]c(=O)sc2/C=N/NC(=O)c2ccccc2[O-])c1	0	-0.6	0.4	1	-3	2.8	-0.9	15	3.2	-3	2.5
20	COc1cccc(C(=O)Nc2ccc3c(c2)C(=O)c2ccccc2C3=O)c1	-5	-1.5	0.8	-2	-4	-0.7	-1.4	0	3.5	12*	5.5
21	CC1CCN(c2nc(N3CCCCC3)nc(N3CCCCC3)n2)CC1	5	-1.3	-0.1	-3	0	-1.2	4.1	-5	-2.1	1	-0.3
22	C[C@H](O)C(=O)C1=Nc2c(nc(N)[nH]c2=O)NC1	-1	-1.1	-0.7	-2	2	-0.5	0.7	i	2.1	-2	2.8
23	Cc1cccc(Cl)c1NC(=S)NN	6	-1.5	0.0	5	3	1.3	-0.1	-1	-1.6	-5	1.2
24	CC1(C(=O)Nc2ccccc2Cc2ccccc2)CCN1Cc1ccccc1Cl (stereo not given)	-8	-1.8	0.6	-10	-15	-4.2	.	-1	-0.3	3	3.0
25	CC(C)(CNC(=O)c1cccc(S(=O)(=O)NCc2ccccc2)c1)N1CCOCC1	-6	-1.2	-0.1	7	0	0.3	0.5	-7	0.5	-5	1.2
26	CCC(C)Sc1ccc(-c2nc3ccc(Cl)cn3c2NCc2ccccc2)cc1 (stereo not given)	-3	-1.0	0.4	8	5	0.2	0.5	-79	8.6	3	1.3
27	CCN(C[C@H]1N[C@@](CC)(C(=O)OC)[C@H]2C(=O)N(C)C(=O)[C@@H]12)C(=O)Nc1ccc(OC)cc1	-3	-0.3	-0.8	7	-1	0.0	0.3	-12	3.1	-3	-0.7
28	CC12CCC(=O)N1C(C(=O)N1CCN(c3cccc(Cl)c3)CC1)CS2 (stereo not given)	7	-0.7	-0.8	6	1	-1.4	1.3	-9	-0.1	-3	1.0
29	COc1ccccc1/C=C/C(=O)OCC(=O)Nc1ccc(Cl)cn1	-5	-1.2	0.2	-16	4	1.0	2.4	-105	1.6	8.9*	-0.1
30	COc1ccccc1C(=O)NCC(=O)OC(C)C(=O)N(C)C1CCCCC1 (stereo not given)	3	-0.8	1.6	12	2	-1.5	-0.3	-3	2.2	-4	-0.3

Further compounds
entry	canonical_smiles	NPR2 activator	ssDAF12 agonist	DAX1 inh-1	HGIII-sPLA2 inh	GC-A act	hcDAF-12 act	DAX1 inh-2	ADAM10 inh	hgDAF12 agonist	SMARCA2 act	GAA850 FXN act
31	CCOC(=O)c1cnc(-n2nc(C)cc2C)nc1NNc1cc(C)nc(-c2ccccc2)n1	4	-0.5	-0.2	10	1	-2.3	-0.1	-4	2.6	-2	-1.5
32	COc1ccc(NC(=O)/C(=C\c2cc(OC)c(OC)cc2[N+](=O)[O-])NC(=O)c2ccccc2)cc1	-5	-1.3	0.4	-1	2	-1.8	1.1	1	2.4	4	2.1
33	O=C(OCC(=O)N(C1CCCCC1)C1CCCCC1)c1ccc(Cl)nc1	-6	-0.2	-1.1	1	-4	1.6	0.0	-1	2.0	0	-0.2
34	COCCn1c(C)cc(C(=O)COC(=O)/C=C/c2c(C)nn(C3CCS(=O)(=O)C3)c2Cl)c1C (stereo not given)	2	-1.0	-0.9	-11	3	-2.6	-1.6	1	-4.1	2	0.1
35	Cc1cc(NCc2cccnc2)nc(N)n1	3	-1.2	-0.2	-1	3	0.7	-0.1	1	3.7	-2	-1.5
36	O=C(COc1ccccc1Cl)Nc1cccnc1	3	-0.6	2.7	-4	0	2.0	3.7	2	12*	0	0.0
37	CSc1ccccc1NC(=O)CN(c1ccccc1)S(=O)(=O)N(C)C	-14	-1.8	-0.7	-2	-1	-2.0	-0.4	10	-1.2	1	-0.4
38	NS(=O)(=O)c1cccc(NC(=O)c2cc(-c3cccs3)nc3ccccc23)c1	-3	-1.4	-1.0	-16	0	-2.2	-0.1	-394	1.4	5	0.6
39	Cc1ccc(C(=O)NC(=S)N2CCCCCC2)cc1	3	-0.3	-0.1	10	-2	1.1	0.0	-2	3.9	-1	0.6
40	COC(=O)c1ccccc1NC(=O)CN(c1c(C)cccc1C)S(C)(=O)=O	-2	1.0*	0.8	-4	-9	18*	-1.4	1	11*	8	-1.5
41	Cn1cc(Br)c(C(=O)NNC(=O)c2cccc(Br)c2)n1	4	-1.5	0.1	-5	5	-0.5	0.7	0	5.9	3	0.6
42	NC1=C([N+](=O)[O-])C(c2ccc3c(c2)OCO3)C2=C(CCCC2=O)O1 (stereo not given)	5	-0.5	-0.2	8	0	-0.7	0.3	-12	1.6	-1	-0.6
43	O=C(Nc1ccccc1)N1CCN(c2ccc(C(F)(F)F)cn2)CC1	-1	-1.8	-2.2	-3	4	-4.2	-2.3	-6	-5.4	-5	2.0
44	O=C(COC(=O)CC1c2ccccc2CCN1S(=O)(=O)c1ccccc1)Nc1ccccc1 (stereo not given)	0	-0.7	-0.2	-16	-4	-2.6	-2.0	13	1.6	-3	-0.8
45	Cc1ccc(-n2nnnc2SCC(=O)N2CCN(C(=O)c3ccco3)CC2)c(C)c1	4	-1.2	-0.3	-10	-2	-2.0	-0.2	-4	0.2	1	-0.8

Remaining list, next part.
entry	canonical_smiles	NPR2 activator	ssDAF12 agonist	DAX1 inh-1	HGIII-sPLA2 inh	GC-A act	hcDAF-12 act	DAX1 inh-2	ADAM10 inh	hgDAF12 agonist	SMARCA2 act	GAA850 FXN act
46	S=C(NC1CC1)N1CCN(c2ccc(Cl)cc2)CC1	6	-1.6	-0.1	12	2	-1.8	-1.0	4	-4.8	-1	-0.1
47	Cc1noc(C)c1S(=O)(=O)N1Cc2ccccc2CC1C(=O)N(C)C (stereo not given)	4	-0.9	-0.4	7	4	0.4	0.9	6	-1.3	0	1.4
48	Cc1[nH]c2ccccc2c1NC(=O)CN1CCN(c2cccc(C(F)(F)F)c2)CC1	-12	-0.8	0.1	-16	-12	1.2	-0.3	15	-1.2	0	-3.4
49	OCc1ccc(-c2cncc3nccn23)cc1	6	-1.3	1.4	10	9	-1.6	.	i	3.6	1	3.3
50	COc1cccc2c(C)nc(Nc3nc(CSc4nnc(C)s4)cc(=O)[nH]3)nc12	19	-0.7	0.1	1	19	-0.2	0.2	-7	2.4	-2	1.1
51	C/C(N)=C(/C#N)C(=O)CSc1nc2ccccc2c(=O)n1-c1ccccc1C	-16	-1.3	-0.6	-10	-3	-2.2	-0.7	9	-6.1	4	4.8
52	CC(=O)NC12CC3CC(C1)CC(C(=O)Nc1cccc(S(=O)(=O)N4CCCCCC4)c1)(C3)C2	6	-1.1	-2.4	-10	-3	-1.5	-0.9	1	-2.0	-2	-0.7
53	CC(=O)OCc1c(-c2ccccc2)c2cc([N+](=O)[O-])ccc2n1C	2	0.0	-0.3	-3	1	-0.8	-0.9	15	-1.3	-2	1.6
54	CC(C(=O)NCc1ccco1)n1cc(C(=O)c2ccco2)c2ccccc21 (stereo not given)	-1	-1.1	0.3	-12	-2	-3.2	-0.1	0	-1.2	0	-1.2
55	Cc1noc(C)c1COc1ccccc1C(=O)Nc1ccc(C(N)=O)cc1	5	-1.6	0.3	1	-3	-1.3	0.5	-4	-2.6	-1	0.9
56	O=C(Nc1ccc(Cl)cc1F)C1CCCN(C2=NS(=O)(=O)c3ccccc32)C1 (stereo not given)	1	-0.8	-0.7	-5	0	-1.0	0.4	-3	3.2	-1	1.0
57	CC(C(=O)NCc1ccc(F)cc1)c1ccc([N+](=O)[O-])cc1 (stereo not given)	3	-2.3	0.0	2	1	0.2	-1.0	3	-0.8	1	1.8
58	CC(=O)c1cccc(NC(=O)c2ccccc2OCc2ccc(F)cc2)c1	6	-1.7	-1.0	-3	4	-3.6	-0.8	0	-2.7	2	0.5
59	COc1ccc(NC(=S)NC(C)c2ccncc2)cc1OC (stereo not given)	0	-1.0	0.6	4	-5	-0.8	0.2	-4	0.8	0	2.4
